DUSP1 inh = MKP-1 phosphatase inhibitors, primary screen, biochemical, in vitro; recombinant MKP-1, OMFP hydrolysis fluorescence; inhibition, %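 (compounds tested at a single concentration somewhere between 10 and 100 µM)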; 0.15% of 65,000 active; AID 374, 2006;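 active = inhibition above about 50%, limit read from the data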;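 also: 0% = DMSO max control wells and 100% = wells with enzyme stopped by NaOH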
Target sequence (P28562 whole entry, looked up): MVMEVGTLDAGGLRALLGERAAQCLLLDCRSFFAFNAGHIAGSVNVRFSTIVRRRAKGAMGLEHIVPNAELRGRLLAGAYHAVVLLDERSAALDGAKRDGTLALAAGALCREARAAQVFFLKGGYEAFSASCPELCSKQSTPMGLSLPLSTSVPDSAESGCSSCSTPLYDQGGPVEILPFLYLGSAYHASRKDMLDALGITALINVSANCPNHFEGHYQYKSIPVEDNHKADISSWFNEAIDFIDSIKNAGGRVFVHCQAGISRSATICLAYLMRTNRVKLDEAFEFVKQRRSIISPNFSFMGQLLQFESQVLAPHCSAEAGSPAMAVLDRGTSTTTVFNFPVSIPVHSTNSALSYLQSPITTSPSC
Hsp90 block = tumor Hsp90 inhibitors, primary screen, cell lysate, fluorescence polarization, NCI-N417 lysate. inhibition, % at 30 µM. Cy3B-geldanamycin FP displacement. 0.35% of 64,000 active. Heat shock protein HSP 90-alpha (Homo sapiens), P07900. AID 429, 2006;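 active = inhibition above 50%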;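 also: 0% = tracer plus lysate wells and 100% = tracer alone without lysate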
E coli RNAP = E. coli RNAP inhibitors, biochemical. DNA-directed RNA polymerase subunit beta (Escherichia coli (strain K12)), P0A8V2. E. coli RNA polymerase, fluorescence transcription assay. inhibition, %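 (tested at 10 µM)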. 0.2% of 62,000 active. AID 559, 2006; in the data active = inhibition above about 20%;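 also: 0% = enzyme without compound and 100% = no enzyme blank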
CatB mix inh = cathepsin B inhibitors from pooled compounds, primary screen, biochemical, compound mixtures, AMC fluorescence; P07858; Purified cathepsin B, AMC dipeptide fluorescence; inhibition, %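 (ten-compound pools at 5 µM per compound and 50 µM total)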; 0.06% of 62,000 active; in the data active = inhibition above about 22%, passing the limit was not always enough;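 also: 0% = enzyme without compound and 100% = no enzyme blank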
CatB inh = human cathepsin B inhibitors, primary screen, biochemical, fluorogenic substrate. P07858. purified cathepsin B, fluorescence. inhibition, %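 (tested at 10 µM)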. 0.1% of 63,000 active. AID 453, 2006; in the data active = inhibition above about 21%;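 also: 0% = enzyme with no compound and 100% = no enzyme blank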
D1 mod = D1 CRE-luciferase signal change, two-sided – cell-based, HEK293 D1, dopamine EC30, D1 allosteric modulator project, primary screen | B-score at 10 µM | D(1A) dopamine receptor (Homo sapiens), P21728 | dopamine EC30 potentiation; actives deviate in either direction | 5.9% of 58,000 active;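 active = luminescence count or its row- and column-corrected plate score outside the 99.7% band of the plate's sample wells, on either side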
AP ELISA ortho = alternative complement pathway inhibitors, primary screen, biochemical, ELISA, human serum, orthogonally pooled compounds. inhibition, % at 5 µM. LPS-coated ELISA, C3 deposition; tested in compound mixtures. AID 1235, 2008. 0.08% of 62,000 active;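 active = inhibition above 30% in each of the two pooled mixtures holding the compound, so the lower value exceeds 30%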;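 also: 0% = serum in Mg-EGTA without compound and 100% = EDTA serum blank; some compounds past the cut are filed as inactive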
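Test system: human serum alternative complement pathway, C3 deposition on LPS-coated wells; also added: Plate-bound LPS; doses: 5 µM per compound in ten-compound mixtures; schedule: 1 h at 37 °C; detection: Anti-C3 ELISA, OD 450 nm; evaluation: percent inhibition of C3 deposition onto LPS; repeats: two pool placements per compound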
Ecoli tolC = growth inhibitors of E. coli tolC mutant, primary screen, strain BW25113 ΔtolC::kan, 384-well | growth inhibition, % at 10 µM (by protocol) | OD615 | 2.2% of 65,000 active;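 active = growth inhibition at or above a cutoff equal to the mean over every tested compound plus 3 SD, cut at about 60% in these data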;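 also: growth measured after 20 h incubation at 37 °C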
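Doses: one dose of 10 µM final / Material: E. coli BW25113 ΔtolC::kan, tolC deletion mutant strain / Buffer or medium: LB with kanamycin 50 µg/mL / Evaluation: percent growth inhibition / Detection: optical density read at 615 nm / Incubation: 37 °C, 20 h exposure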
Cdc25B block = inhibitors of Cdc25B phosphatase catalytic domain, primary screen, biochemical, OMFP fluorescence; M-phase inducer phosphatase 2 (Homo sapiens), P30305; recombinant Cdc25B, OMFP fluorescence Ex485/Em525; inhibition, %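 (compounds tested at 10 µM final in the well)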; 0.1% of 65,000 active; AID 368, 2006; in the data active = inhibition above about 50%
Target sequence (P30305 whole entry, looked up, the tested form may be a part): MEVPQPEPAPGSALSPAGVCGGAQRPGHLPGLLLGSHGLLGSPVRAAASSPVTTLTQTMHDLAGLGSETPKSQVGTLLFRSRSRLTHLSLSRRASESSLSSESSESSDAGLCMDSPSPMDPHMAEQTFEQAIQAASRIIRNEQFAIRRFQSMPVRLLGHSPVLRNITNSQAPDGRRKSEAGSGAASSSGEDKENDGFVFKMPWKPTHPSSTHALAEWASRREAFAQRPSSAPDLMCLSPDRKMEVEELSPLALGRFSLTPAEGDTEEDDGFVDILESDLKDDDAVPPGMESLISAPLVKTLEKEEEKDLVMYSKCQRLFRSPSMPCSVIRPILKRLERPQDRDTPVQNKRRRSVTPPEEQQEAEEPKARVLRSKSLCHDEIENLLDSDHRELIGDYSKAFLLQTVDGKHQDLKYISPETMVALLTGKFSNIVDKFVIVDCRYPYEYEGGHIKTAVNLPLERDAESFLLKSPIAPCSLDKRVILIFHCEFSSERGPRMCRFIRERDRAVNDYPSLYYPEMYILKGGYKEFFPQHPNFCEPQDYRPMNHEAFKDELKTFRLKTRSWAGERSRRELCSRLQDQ
An asterisk follows results filed as active; x = no result given.

SMILES	DUSP1 inh	Hsp90 block	E coli RNAP	CatB mix inh	CatB inh	D1 mod	AP ELISA ortho	Ecoli tolC	Cdc25B block
CC(=O)c1cccc(NC(=O)c2ccc(NS(=O)(=O)c3c(C)noc3C)cc2)c1	13	2	3	5	0	0.021	9	1	7
CCOC(=O)C(C)n1cnc2c(nnn2Cc2ccc(Cl)cc2)c1=O (stereo not drawn)	19	-7	4	6	0	-0.33	11	-2	0
COc1ccc(CCNS(=O)(=O)c2ccc3c(c2)OCCO3)cc1	-6	-3	10	-15	1	0.95	-2	11	-9
OCCN=C(c1ccccc1)C12CN3CN(CN(C3)C1)C2	-17	-4	3	x	-3	x	x	-15	-35
O=C(NCCSCc1ccco1)Nc1ccccc1	-12	-2	4	0	6	-0.054	2	8	5
Cc1ccc(S(=O)(=O)Nc2nc(C)cc(NCCN)n2)cc1	8	-2	4	-4	9	0.12	-5	-2	-6
O=C(CSc1ncnc2c1oc1ccccc12)N1CCN(c2ccccc2)CC1	15	-2	x	x	x	0.17	x	x	-7
CCOc1cc(/C=N/n2cnnc2)ccc1O	-10	-2	9	8	4	1.6	7	-11	-5
COc1ccccc1C(=O)NCC(=O)n1nc(C)cc1C	-3	2	10	x	1	x	x	-1	20
CCOc1ccc(C2CC(c3cccc(C)c3)n3nc(N)nc3N2)cc1 (stereo not drawn)	12	-5	11	5	2	5*	1	16	-6
Cc1cc(C)n(C(=O)C23CC4CC(CC(C4)C2)C3)n1	7	-1	7	3	1	-0.78	3	6	-4
CC(=O)N(C(C)=O)c1c(N2CCOCC2)c2ccccc2oc1=O	-8	-1	2	3	x	x	5	-7	-12
COc1ccc(NC(=O)c2ccc(CN3CCN(c4ccccc4)CC3)cc2)cc1OC	11	-3	3	4	12	-1.4	1	7	-7
CCN(CC)CCCNC(=O)c1cn(CCOC)c(=O)c2c1c1ccccc1n2C	3	-2	1	-1	0	-0.015	8	-12	-13
COc1ccc(OC)c(C2CC(=O)N3CN(c4ccccc4)CSC3=C2C#N)c1 (stereo not drawn)	12	-4	1	5	0	-0.46	22	-8	-8
O=c1c2c3nc4ccccc4nc3n(-c3cccc(F)c3)c2ncn1Cc1ccc2c(c1)OCO2	5	-4	7	2	0	1.5	-3	22	2
COC(=O)C1=C(C)N(C)C(C)=C(C(=O)OC)C1c1ccsc1	1	-3	-4	2	0	-2	-2	12	-6
CCCCOc1ccc(C(=O)NCc2ccccn2)cc1	5	1	3	3	-1	0.49	19	20	-3
CC(=O)OC1CC2(C)C(=O)CCC2C2CCc3cc(O)ccc3C12 (stereo not drawn)	1	-1	9	5	2	x	10	0	-5
C/C(N)=C(/C#N)C(=O)CSc1nnc(-c2ccc(OC(F)F)cc2)o1	5	-1	1	3	4	0.72	10	-15	-8

For reference, part of the list above.
SMILES	DUSP1 inh	Hsp90 block	E coli RNAP	CatB mix inh	CatB inh	D1 mod	AP ELISA ortho	Ecoli tolC	Cdc25B block
Cc1cc(C)n(C(=O)C23CC4CC(CC(C4)C2)C3)n1	7	-1	7	3	1	-0.78	3	6	-4
CC(=O)N(C(C)=O)c1c(N2CCOCC2)c2ccccc2oc1=O	-8	-1	2	3	x	x	5	-7	-12
COc1ccc(NC(=O)c2ccc(CN3CCN(c4ccccc4)CC3)cc2)cc1OC	11	-3	3	4	12	-1.4	1	7	-7
CCN(CC)CCCNC(=O)c1cn(CCOC)c(=O)c2c1c1ccccc1n2C	3	-2	1	-1	0	-0.015	8	-12	-13
COc1ccc(OC)c(C2CC(=O)N3CN(c4ccccc4)CSC3=C2C#N)c1 (stereo not drawn)	12	-4	1	5	0	-0.46	22	-8	-8

Later entries.
SMILES	DUSP1 inh	Hsp90 block	E coli RNAP	CatB mix inh	CatB inh	D1 mod	AP ELISA ortho	Ecoli tolC	Cdc25B block
CCNc1ccc(C(=O)OCC)cc1NC(=O)c1cc(S(=O)(=O)N2CCOCC2)ccc1C	16	-4	-15	3	0	0.19	-7	12	-8
CCN(C(=O)c1cn(CC)c(=O)c2cc(OC)c(OC)cc12)c1ccccc1C	28	0	10	3	8	1.7	-1	11	0
CCN(CCCNC(=O)CN(C)S(=O)(=O)c1cccc2nsnc12)c1cccc(C)c1	2	-2	2	-2	2	3.5*	9	-9	-16
O=C(Nc1nccs1)c1cccc(NC(=O)C2CC2)c1	-5	-7	4	5	1	-0.98	4	5	1
COc1ccc(OC)c2c1CC(C)(C)NC2=O	10	0	-3	4	-6	-0.23	9	-19	5
CCn1cc(C2=NOC(C(=O)Nc3ccccc3C(=O)OC)C2)c(C)n1 (stereo not drawn)	8	-3	4	25	-1	3.2	13	7	-17
O=C(COC(=O)c1cc(S(=O)(=O)N2CCOCC2)ccc1Cl)Nc1ccc2c(c1)OCO2	-2	3	4	0	1	0.25	4	16	-7
CCN1CCN(c2ncnc3c2cnn3-c2ccccc2)CC1	0	-1	3	4	-5	-0.82	27	-3	-3
O=C(Nc1nccs1)c1ccc(COc2ccc(F)cc2)o1	-14	-11	1	0	0	-0.0065	17	6	-4
N#CCc1nc2n(n1)Cc1ccccc1-2	10	x	6	1	5	-0.096	15	-7	-10
CCC(=O)Nc1nnc(SCC(=O)Nc2ccc(F)cc2)s1	-12	0	-2	-2	-2	0.51	6	-9	6
O=C(COc1nsnc1N1CCOCC1)N1CCOCC1	-10	1	0	2	2	-0.27	11	-21	7
Cc1n[nH]c(C)c1S(=O)(=O)NCCc1ccc(Cl)cc1	17	-5	6	5	0	-0.32	3	-12	-1
CCOC(=O)CSc1nc(N)c(C(=O)Nc2ccc(N(C)C)cc2)s1	-16	-5	13	x	3	x	x	-2	-26
Cc1oc(-c2ccccc2)cc1C(N)=O	6	-3	12	8	-3	1.2	11	-5	-2
COc1ccc(-c2nn(-c3ccccc3)cc2C(=O)Nc2nc(CC(C)=O)ns2)cc1	28	-1	4	3	5	0.45	2	0	-9
O=C(Nc1ccc2nc(-c3cccs3)c(-c3cccs3)nc2c1)N1CCOCC1	33	-9	4	6	0	0.69	2	17	-35
CCC(=O)Nc1ccc(N2CCN(Cc3ccccc3)CC2)cc1	11	4	6	-3	-1	0.13	1	-13	21
COC(=O)C(C)Sc1nc2c(c(=O)n1-c1ccccc1)SCC2 (stereo not drawn)	-4	-3	7	6	3	0.96	15	9	-6
CCCCNc1ncnc2c1cnn2-c1ccc(Cl)cc1	0	-3	5	5	0	-2	10	13	-13
CCCCc1[nH]c(=O)c(C#N)c2c1CSC(C)(C)C2	-39	-3	11	x	3	x	x	10	-39
COc1ccc(N(CC(=O)NCc2cccc(OC)c2)S(=O)(=O)c2c(C)noc2C)cc1	4	0	5	-1	4	x	11	-2	4
Cc1nc(C)c(C(=O)C2=C(O)C(=O)N(CCCn3ccnc3)C2c2ccccc2)s1 (stereo not drawn)	-5	-2	3	5	7	0.31	6	-15	2
COc1nc(NCCN2CCOCC2)nc(Nc2ccccc2)n1	4	-2	2	6	2	-1.2	11	-1	-1
CCCN(Cc1cc2ccc(C)cc2[nH]c1=O)C(=O)c1ccccn1	-16	-10	9	-1	1	-0.18	-5	8	4
Nc1nonc1-c1noc(-c2ccccc2Br)n1	-3	-1	10	12	18	0.56	7	3	5
CC(=O)Oc1ccc2oc(C)c(C(=O)N3CCOCC3)c2c1	9	-1	x	0	x	0.22	15	-13	1
COc1ccc(C(c2nnnn2C2CCCC2)N2CCN(C3CCCC3)CC2)cc1OC (stereo not drawn)	2	2	8	1	1	-0.12	13	-14	-8
Cc1ccc(NC(=O)CSc2nc3c(c(=O)[nH]2)CCC3)cc1C	-3	0	8	5	3	0.077	8	23	0
CCCn1c(SCC(=O)Nc2cccc(C)n2)nnc1-c1ccco1	-6	-1	11	-2	0	0.28	-16	16	2
COc1ccc2nc(NC3=NCCC3)sc2c1	3	-2	4	4	2	-1.1	10	-8	1
CC(=O)Oc1ccc2cc(-c3nc4ccccc4n3C)c(=O)oc2c1	2	0	-74	-4	3	-1	-2	-7	3
CCOC(=O)CC1=Nc2ccccc2NC(=O)C1	19	-4	6	2	0	1.8	15	x	8
CC(C)Cc1nc(N2CCOCC2)c(C#N)c2c1COC(C)(C)C2	-19	-2	8	x	5	x	x	16	6
Oc1ccccc1C(=S)N1CCCCCC1	4	-3	9	-5	1	0.61	2	-15	-4
O=C(CN1CCN(c2ccccc2F)CC1)Nc1ccccc1F	1	-1	-4	-3	-3	-0.24	11	-1	5
CCCCN(C)CCC(=O)Nc1ccc(OC)cc1OC	-6	-5	4	8	7	-0.44	4	-1	-14
O=C(c1ccccc1)c1nc[nH]c1C(=O)Nc1ccccn1	-9	-5	7	8	8	4.6*	-9	-14	-18
[N-]=[N+]=CC(=O)CCCN1C(=O)c2ccccc2C1=O	-21	-1	1	-1	-1	0.36	14	-20	0
Cc1ccc(Nc2cccccc2=O)cc1	-20	1	3	3	8	-1.9	15	12	0
O=C(CSc1nnc(-c2ccccc2F)o1)OCc1ccccc1	-16	-2	7	2	4	-0.18	12	10	4
O=C(Nc1cccc2cccc(NC(=O)c3ccco3)c12)c1ccco1	41	6	4	7	-4	-0.58	23	-5	11
O=C(CNCC1CCCO1)N1CCCc2ccccc21 (stereo not drawn)	5	3	4	2	-2	-0.5	11	-13	-1
CCCN1C(=O)C(O)(C2CC(=O)CC(C)(C)O2)c2ccccc21 (stereo not drawn)	6	-17	1	27	3	1.2	24	-10	-4
O=C(O)CN1C(=O)C2C3C=CC(C3)C2C1=O (stereo not drawn)	9	1	9	2	-3	-0.57	18	-19	-25
O=C(Nc1ccccc1-c1nnn(CC(=O)N2CCN(c3ccccc3)CC2)n1)c1cccs1	4	0	-10	-5	-4	-0.13	16	7	3
COc1ccc(CNC(=O)C2CC(c3cccc(OC)c3)=NO2)cc1 (stereo not drawn)	0	-3	2	7	-4	0.089	14	8	3
CCOC(=O)c1cccc(NC(=O)CSc2nc3cccnc3n2C)c1	5	2	-7	-4	-2	2.6	14	13	1
Cc1cc(C)c2[nH]c(=O)c(CN(Cc3ccc4c(c3)OCO4)Cc3nnnn3C3CCCC3)cc2c1	3	2	7	2	5	0.41	18	34	-5
N#Cc1c2n(c3c(=O)n(Cc4ccc(Cl)cc4)cnc13)CCCC2	11	-5	4	2	1	2.6*	5	9	-9
Next part.
SMILES	DUSP1 inh	Hsp90 block	E coli RNAP	CatB mix inh	CatB inh	D1 mod	AP ELISA ortho	Ecoli tolC	Cdc25B block
C=CCOC(=O)C1=C(C)NC(SCC(=O)Nc2ccc(C)c(Cl)c2)=C(C#N)C1c1ccco1 (stereo not drawn)	-6	-7	10	x	1	x	x	7	6
Cc1cc(NC(=O)CCn2c(=O)sc3ccccc32)no1	8	-4	x	x	x	-0.6	x	-12	3
COc1ccc(S(=O)(=O)N2CCC(C(=O)N3CCCCCC3)CC2)cc1	-6	1	7	1	0	0.16	5	-5	10
Cc1ccc2[nH]c3c(c2c1)CN(C(=O)CN1CCSCC1)CC3	16	-8	4	-8	5	-0.36	9	13	-2
CCOC(=O)N1CCC(NC(=O)CSCc2nc(-c3sccc3C)oc2C)CC1	3	98*	5	3	0	1.8	11	6	-12
O=C(NCCOC(=O)C1COc2ccccc2O1)C1COc2ccccc2O1 (stereo not drawn)	-5	-2	10	4	2	-0.86	11	11	-8
CCOC(=O)c1[nH]c(C)c(/C(O)=C2\C(=O)C(=O)N(CCN(C)C)C2c2ccco2)c1C (stereo not drawn)	-7	-4	13	2	8	0.35	6	-11	3
